# From PubChem BioAssay
# H9c2 protect: cardioprotection against H2O2-induced cell death, primary screen, uHTS, H9c2 cells, ATPLite luminescence. H9c2 cardiomyocytes, H2O2 injury protection, 2 h. protection from H2O2 cell death, % at 20 µM. actives 0.63% (n = 360,000);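 active means compounds giving at least 50% protection of heart cells from peroxide-induced death in the single-dose screen, raw or plate-pattern-corrected value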;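 further: 0% = DMSO wells with peroxide and 100% = DMSO wells without peroxide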
# PDI inh: inhibitors of human PDI, primary screen, biochemical, turbidity, single point, plate reader; Protein disulfide-isomerase (Homo sapiens), P07237; PDI insulin aggregation turbidity, A650, 90 min; inhibition, % at 10 µM; actives 0.052% (n = 350,000);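 active means mean inhibition across replicates of 30% or more, whatever share of single replicates reach that level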;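 further: absorbance from insulin aggregation driven by PDI reduction with DTT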
# Target sequence (P07237 whole entry, looked up): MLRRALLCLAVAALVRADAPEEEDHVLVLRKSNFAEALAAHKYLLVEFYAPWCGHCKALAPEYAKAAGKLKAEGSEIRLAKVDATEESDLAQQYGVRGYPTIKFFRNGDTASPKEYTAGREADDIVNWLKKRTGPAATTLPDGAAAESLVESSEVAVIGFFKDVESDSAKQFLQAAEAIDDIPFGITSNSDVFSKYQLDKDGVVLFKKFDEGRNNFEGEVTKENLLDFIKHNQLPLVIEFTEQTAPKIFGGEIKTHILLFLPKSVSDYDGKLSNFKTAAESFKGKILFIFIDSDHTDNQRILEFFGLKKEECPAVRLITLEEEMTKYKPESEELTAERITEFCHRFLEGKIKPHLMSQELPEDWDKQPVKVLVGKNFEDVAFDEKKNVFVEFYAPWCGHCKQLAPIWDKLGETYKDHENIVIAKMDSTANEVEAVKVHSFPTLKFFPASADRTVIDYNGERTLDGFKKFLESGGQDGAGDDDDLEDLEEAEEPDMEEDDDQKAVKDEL
# ABCB6 inh MLPCN: ABCB6 transporter inhibitors, primary screen, K562-ABCB6 cells, flow cytometry, MLPCN library. ATP-binding cassette sub-family B member 6 (Homo sapiens), Q9NP58. K562-ABCB6 porphyrin accumulation, 1 h; stronger effect = lower value. fluorescence ratio to DMSO, % at 10 µM. actives 0.19% (n = 360,000);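 active means fluorescence ratio to DMSO below 75%, the collection mean minus 3 SD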;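 further: signal is porphyrin accumulated inside mitochondria; 100% equals median channel fluorescence of DMSO control wells; lower ratio means ABCB6 inhibition with less porphyrin fluorescence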
# CaV13 FRET inh: Disruptors of the CACNA1D IQ motif to Ca2+-dependent inactivation inhibitor domain association, primary screening, Förster resonance energy transfer in intact living … | HEK cells, CFP/YFP FRET ICDI-IQ, plate reader, 10 min; percent FRET-ratio fall versus neutral wells | inhibition, % at 12.3 µM | actives 0.098% (n = 340,000) | AID 743397;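 active means mean replicate inhibition of at least 30% and at least 1% of replicates passing that level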;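 further: 0% = median of the neutral control wells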
# MC4R antag cAMP: MC4R antagonists of cAMP signaling, primary screen, cell-based, TR-FRET, antagonist arm of biased-ligand search | Melanocortin receptor 4 (Homo sapiens), P32245 | MC4R-expressing cells, MTII-stimulated cAMP, LANCE TR-FRET | inhibition, % at 6.5 µM | actives 0.48% (n = 360,000);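 active means inhibition above its plate's cutoff, the mean of tested wells on that plate plus 3 SD, cut at about 29% in these data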;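 further: 0% = Melanotan II alone and 100% = Melanotan II plus saturating MCL0020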
#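 Assay system: U2OS cells stably expressing human melanocortin 4 receptor (MC4R) / Dosing: 6.5 µM / Timing: compound 30 min, challenge 1 h, detection 1 h / Measured by: Eu-cAMP/anti-cAMP TR-FRET, emission 671 nm / Replicates: singlicate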
# ABHD5 PLIN5 PPI: ABHD5-PLIN5 interaction inhibitors, primary screen, cell lysate, split luciferase complementation, luminescence. Perilipin-5 (Homo sapiens) + 1-acylglycerol-3-phosphate O-acyltransferase ABHD5 (Homo …. Split G. princeps luciferase complementation, 4 h. inhibition, % at 4 µM. actives 0.78% (n = 360,000). AID 602281, 2012;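 active means inhibition above the mean inhibition across every tested compound plus 3 SD, cut at about 22% in these data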;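 further: 0% = DMSO only wells and the 100% control is not disclosed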
# N-glyco inh: increase of ERlucT glycosylation luciferase signal, primary screen, N-linked glycosylation inhibitor project, D54 ERlucT cells, luminescence, set 2; D54 ERlucT glycosylation luciferase reporter, 24 h; percent of 100 nM tunicamycin response; reporter increase, % at 12.5 µM; actives 0.23% (n = 360,000);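 active means mean luciferase reporter signal, scaled so untreated is 0 and the glycosylation-blocking control 100, at or above a set limit in every replicate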;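 further: luciferase carries N-glycosylation sites so blocking glycosylation raises the light; 0% = median of neutral control wells and 100% = median of 100 nM tunicamycin wells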
# HTR2A ag: mouse Htr2a agonists via beta-arrestin recruitment, primary screen, cell-based, luminescence; 5-hydroxytryptamine receptor 2A (Mus musculus), P35363; CHO-K1 mHTR2A beta-arrestin complementation; percent of 30 µM serotonin response; activation, % at 7.6 µM; actives 0.66% (n = 360,000); AID 624169, 2012;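 active means activation above a run cutoff, the mean activation of all tested compounds plus 3 SD, cut at about 14% in these data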;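 further: 0% = plate median of compound wells and 100% = 30 µM serotonin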
# Target sequence (P35363 whole entry, looked up): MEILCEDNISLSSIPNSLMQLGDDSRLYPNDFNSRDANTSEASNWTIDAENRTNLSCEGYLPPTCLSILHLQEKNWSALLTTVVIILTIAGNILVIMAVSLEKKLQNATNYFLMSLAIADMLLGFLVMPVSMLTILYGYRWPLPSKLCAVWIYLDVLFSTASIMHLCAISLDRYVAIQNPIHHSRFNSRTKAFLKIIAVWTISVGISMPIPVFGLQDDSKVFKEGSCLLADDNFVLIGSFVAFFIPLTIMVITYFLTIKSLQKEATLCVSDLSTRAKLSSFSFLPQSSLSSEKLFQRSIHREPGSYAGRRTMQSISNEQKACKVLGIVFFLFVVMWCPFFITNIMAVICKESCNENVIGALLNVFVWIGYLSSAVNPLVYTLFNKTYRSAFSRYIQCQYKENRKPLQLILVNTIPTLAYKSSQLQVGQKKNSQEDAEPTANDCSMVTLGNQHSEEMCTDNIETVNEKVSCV
# Exocytosis inh: LAMP-1 surface exposure blockers, TALL-104 cells – cell-based, flow cytometry, MLPCN library, primary screen; AID 651702, 2012; TALL-104 LAMP-1 surface exposure; cells stimulated with thapsigargin and PMA; inhibition, % at 10 µM; actives 0.66% (n = 360,000);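 active means inhibition above about 55%, limit read from the data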
# MC4R ag barr: MC4R agonists recruiting beta-arrestin, primary screen, cell-based, luminescence, agonist arm of biased-ligand search | actives 0.98% (n = 360,000) | Melanocortin receptor 4 (Homo sapiens), P32245 | activation, % at 8.9 µM | AID 540308, 2011 | U2OS MC4R beta-arrestin complementation; percent of melanotan II response, DMSO zero;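 active means activation above a per-plate cutoff, the mean activation of sample wells on that plate plus 3 SD, cut at about 8% in these data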
# The depositor's hits bear a star; nt = no result given; & = joins results of further samples.
SMILES,H9c2 protect,PDI inh,ABCB6 inh MLPCN,CaV13 FRET inh,MC4R antag cAMP,ABHD5 PLIN5 PPI,N-glyco inh,HTR2A ag,Exocytosis inh,MC4R ag barr
Cc1cc(=O)[nH]c2c(C)cc(S(=O)(=O)Nc3ccc(O)cc3)cc12,30,-1,95,-2,-4,6,4,5,-3,-0.1
O=C(Nc1ccc(N2CCCC2)c(S(=O)(=O)Nc2cccc(C(F)(F)F)c2)c1)c1cccs1,-10,-2,94,-4,6,-9,-9,-2,-2,1.0
COc1ccccc1N(CC(=O)NCc1ccccc1C)S(=O)(=O)c1ccc(C)cc1,-2,1,103,-3,-2,-4,-4,-11,63*,-0.8
COc1ccc(N(C(=O)COc2ccc(C)cc2)S(=O)(=O)c2ccc(C)cc2)cc1,-2,3,90,-5,3,0,1,2,4,0.2
COc1ccc([N+](=O)[O-])cc1N(CC(O)CN1CCOCC1)S(=O)(=O)c1ccccc1 (stereo unspecified),10,12,97,-7,14,-4,0,-4,9,-1.5
C/C(=N\NC(=O)CSCc1ccc([N+](=O)[O-])cc1)c1ccccc1,-6,-4,93,-7,-4,-2,-1,-4,-6,-4.0
O=C(CN1C(=O)S/C(=C/c2cc(Br)cs2)C1=O)N1CCOCC1,-2,7,95,-5,-7,1,3,4,1,-0.5
CC(C)(C)C1CCc2c(C(=O)NNC(=O)/C=C/C(=O)O)csc2C1 (stereo unspecified),0,5,99,-6,9,-3,1,-2,-9,-0.2
CC1(c2ccccc2Cl)NC(=O)N(CC(=O)NCCC2=CCCCC2)C1=O (stereo unspecified),-5,-2,101,6,7,-2,3,-3,0,0.2
CCCCN1C(=O)C(CC(=O)NCc2cccc3ccccc23)CC(C(=O)N2CCOCC2)=C1C (stereo unspecified),7,-4,96,-6,-2,10,-1,15*,-2,-0.8
COc1ccc(-c2cc(C(F)(F)F)nc(SCC(=O)Nc3ccc4c(c3)OCO4)n2)cc1,-3,7,103,-5,-2,1,-8,4,-4,-0.9
CCC(C)[C@H](NC(=O)N1CCCCCC1)C(=O)O (stereo partly specified),8,-2,96,5,0,-2,2,2,-1,1.4
O=C(NC1CCCC1)c1cccc(S(=O)(=O)N2CCCC2)c1,1,-3,83,-3,4,-9,0,7,-5,-4.2
O=C1/C(=C/c2ccccc2)CCc2ccc(Cl)nc21,5,-5,89,-13,13,76*,16,-3,-6,-2.6
Cc1ccc(NC(=O)CSCC(=O)NNC(=O)c2nn(C)c(=O)c3ccccc23)cc1,1,-1,97,-3,-2,-2,4,-5,2,-2.4
COc1ccc(Cn2c(=S)[nH]c3cc(OC)c(OC)cc3c2=O)cc1,-7,-2,478,15,6,1,-11,0,-5,0.5
Cc1ccnn1CC(=O)N/N=C/c1ccc2c(c1)OCO2,3,7,97,-6,6,-2,3,1,-2,-0.8
CCCN1CCC2(CC1)C(C#N)=C(N)Oc1c2sc2nc(C)cc(C)c12,12,-3,103,-3,-4,-3,1,-3,4,-1.1
COc1ccc(NC(=O)COc2nsnc2N2CCOCC2)cc1,0,-2,103,-4,1,6,0,5,-1,-1.8
CCOC(=O)c1cc(-c2ccccc2)n[nH]1,0,0,102,-7,-4,-5,-1,10,-8,0.7
Cc1c(NC(=O)c2ccc(C(=O)Nc3c(C)n(C)n(-c4ccccc4)c3=O)cc2)c(=O)n(-c2ccccc2)n1C,9,3,94,-20,4,0,1,6,-10,2.1
O=C(Nc1ccccc1N1CCCC1)c1cccc(Cl)c1Cl,-2,-5,105,-6,6,-7,1,-7,-3,-3.0
Cc1ccc(Cc2c(-c3ccc(Cl)cc3)nc3c4ccccc4ccn23)cc1,nt,nt,100,-8,nt,-10,nt,0,7,nt
CN(C1CCCCC1)S(=O)(=O)c1cc2c(cc1Cl)NC(=O)CO2,3,-4,101,-4,8,-4,-1,-1,0,0.4
COCCNC(=O)c1ccc(N2CCC3(CC2)OCCO3)c([N+](=O)[O-])c1,5,-4,100,-2,7,0,3,-1,10,-1.5
Cc1ccc2c(c1)C1NC(=S)NC(C)(O2)C1C(=O)Nc1ccc(Cl)cc1 (stereo unspecified),-5,17,99,-6,13,-11,2,2,-1,-4.2
Cc1cc(C)n2c(nc3ccccc32)c1C(=O)NCc1ccccc1,15,-1,96,-2,16,2,1,-2,-4,0.4
CCN1Cc2cc(OC)ccc2-c2ccccc2S1(=O)=O,-3,4,99,-6,6,1,1,-2,0,-1.1
CSCCNC(=O)C1(C)CCN1C(=O)c1ccc(C(C)(C)C)cc1 (stereo unspecified),-2,-12,98,-5,5,7,1,-2,-4,-0.6
COC(=O)c1c(C)oc2cc(Br)c(OCC(=O)C(C)(C)C)cc12,-1,4,102,-5,0,0,-3,-3,-2,-0.3
CCC(=O)c1cc(-c2nc3ccccc3n2C)n(C)c1,5,6,100,-4,5,7,0,-5,-3,-2.5
Cc1ccc(C(C)n2cc(C(=O)NCc3cccnc3)nn2)cc1 (stereo unspecified),-3,-1,102,-3,-4,7,2,2,-1,0.0
CC1CC(C)CN(S(=O)(=O)N2CCCC(C(=O)NC3CCCCC3C)C2)C1 (stereo unspecified),2,-13,100,-5,1,3,-1,-3,-2,-1.8
CC1CCN(c2ccc(-c3cccc(NC(=O)C(F)(F)F)c3)nn2)CC1,-16,-3,107,-3,8,6,-25,-3,3,0.6
COc1ccccc1N(CC(=O)NC1CCCCC1)C(=O)CNC(=O)c1cccs1,-1,-8,93,-4,12,-6,0,2,-3,-1.1
Cc1oc(-c2ccc(-c3ccccc3)cc2)nc1CN1CCN(CC(=O)N(C)C)CC1,9,-3,91,-6,3,8,0,-4,0,-3.7
CCn1cc(C(c2ccccc2)C(C(C)=O)[N+](=O)[O-])c2ccccc21 (stereo unspecified),-2,-1,102,-5,19,0,-6,-2,-3,-1.4
CCCCn1nnc(NC(=O)COc2ccc(Cl)c(C)c2)n1,-4,8,105,-4,2,1,-1,1,-1,1.4
CN1CCN(C(=O)c2cc3sc4ccccc4c3s2)CC1,-2,-3,100,-6,1,2,-12,-9,1,-1.4
Cc1ccc(S(=O)(=O)NC(=O)C2(C)CCN2C(=O)C2CC2)cc1 (stereo unspecified),-2,1,102,-17,-4,-1,1,-2,0,-0.8

# Reformatted with two lines to a compound: 2 of the compounds above
# Results follow in this order: H9c2 protect | PDI inh | ABCB6 inh MLPCN | CaV13 FRET inh | MC4R antag cAMP | ABHD5 PLIN5 PPI | N-glyco inh | HTR2A ag | Exocytosis inh | MC4R ag barr
Cc1ccc(C(C)n2cc(C(=O)NCc3cccnc3)nn2)cc1 (stereo unspecified)
  -3 | -1 | 102 | -3 | -4 | 7 | 2 | 2 | -1 | 0.0
Cc1ccc(S(=O)(=O)NC(=O)C2(C)CCN2C(=O)C2CC2)cc1 (stereo unspecified)
  -2 | 1 | 102 | -17 | -4 | -1 | 1 | -2 | 0 | -0.8

# Following part
SMILES,H9c2 protect,PDI inh,ABCB6 inh MLPCN,CaV13 FRET inh,MC4R antag cAMP,ABHD5 PLIN5 PPI,N-glyco inh,HTR2A ag,Exocytosis inh,MC4R ag barr
O=C(CCS(=O)(=O)c1ccccc1)N1CCN(c2ccccc2)CC1,3,-6,104,nt,-1,0,-3,2,1,-0.3
O=[N+]([O-])c1cc2c(c(CSc3nnc(Nc4ccccc4)s3)c1)OCOC2,0,11,113,-5,3,3,-4,-3,-5,-0.2
C/C(=N\NC(=O)c1nnn(-c2nonc2N)c1CN(C)c1ccccc1)c1ccc(O)cc1,2,10,97,-7,4,-5,2,0,0,-4.9
COc1ccc(OC)c(NC(=O)CCNC(=O)N2CC(=O)Nc3ccccc32)c1,5,15,102,-6,8,8,6,3,-6,2.4
CCn1c(NC(=O)c2cccs2)nc2ccccc21,7,2,97,-5,-5,1,2,-3,1,-0.7
Cc1ccccc1Cn1c(=O)n(C)c(=O)c2sccc21,-3,-6,94,-21,-8,7,0,4,-12,-1.0
COCC(=O)n1nc(-c2ccccc2)nc1NCc1ccc(F)cc1,3,22,96,-5,-7,3,0,2,1,0.1
C(#Cc1ccccc1)CN1CCN(c2ccccn2)CC1,-3&-3,-1&7,98&94,-6&-6,-5&4,5&3,0&-2,2&1,2&-2,1.1&0.1
CCOC(=O)c1cc(-c2ccccc2C)nn1CC1CC(c2cccnc2)=NO1 (stereo unspecified),2,3,100,-11,8,9,0,2,1,-1.1
CN1CCN(CC(=O)Nc2ccc(S(=O)(=O)N(C)C)cc2)CC1,2,-1,99,-4,4,-10,1,1,8,-1.6
Cc1cccn2cc(CNC(=O)C3CCCCC3)nc12,-5,6,101,nt,-3,-2,1,2,0,-0.3
CCc1ccc(C(C#N)=CC=Cc2ccccc2)cc1,-9,-1,101,-5,-11,5,18,0,-3,0.3
CSc1ncccc1C(=O)OCc1ccccc1Cl,-8,-11,91,-5,-4,0,-2,-1,-1,-1.2
NC(=O)[C@@H]1CCCNc2c(I)cc([N+](=O)[O-])cc2C(=O)N[C@@H](Cc2ccccc2)C(=O)N[C@@H](Cc2cnc[nH]2)C(=O)N1,8,-4,95,-4,10,-5,1,2,-4,-1.9
Cc1csc(N/N=C/c2ccc([N+](=O)[O-])cc2)n1,3,-3,97,-1,6,-1,5,3,-14,0.8
CC(CNC(=O)C(C)(C)C)NC(=O)C(C)(C)C (stereo unspecified),2,-2,85,-3,21,0,1,0,2,0.2
CC(C)c1nc(CNC(=O)CCc2nnc(-c3ccsc3)o2)cs1,-5,0,96,-7,-2,5,1,3,-1,-0.9
C[C@@H](O)C#Cc1ccc2c(c1)O[C@H](CN(C)C(=O)Nc1ccccc1)[C@@H](C)CN([C@@H](C)CO)S2(=O)=O,14,2,92,-5,4,-10,1,15*,1,-0.8
COC(=O)CNC(=O)C(CCSC)NC(C)=O (stereo unspecified),3,1,99,1,-4,1,2,0,-2,-2.5
COc1cc2ncc(C(=O)c3ccccc3)c(N3CCN(Cc4ccccc4)CC3)c2cc1OC,8,-1,94,3,12,4,-3,0,2,3.1
COC(=O)[C@]12CCCCC=C1N(Cc1ccc3c(c1)OCO3)C(=O)[C@H](CC(=O)NCc1ccc(C)o1)C2,nt,nt,nt,-4,nt,-3,nt,-5,7,nt

# Rows are unselected; about 4.2% have a hit in one of these screens.
